# TRPC4 PAM – positive allosteric modulators of TRPC4, primary screen, cell-based, mouse TRPC4beta, HEK293 mu-opioid, Fluo-4 calcium. 0.42% of 310,000 active. Short transient receptor potential channel 4 (Mus musculus), Q9QUQ5. DAMGO EC20, Fluo-4 Ca2+ flux; stronger effect = higher value. B-score at 10 µM;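 active = B-score of calcium response area above 5 SD of library B-scores, with initial fluorescence ratio within 5 SD of library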;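 also: B-score of integrated fluorescence ratio over time as area under calcium response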
# MrgX1 agonist – agonists of human MrgX1 receptor, primary screen, HEK293 cells, Fluo-4 calcium flux; 0.44% of 310,000 active; B-score at 10 µM; Mas-related G-protein coupled receptor member X1 (Homo sapiens), Q96LB2; Fluo-4 calcium fluorescence, agonist mode; stronger effect = higher value;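 active = calcium response B-score plate-corrected fluorescence ratio at least 3 library SD, with starting fluorescence B-score inside 5 SD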
#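 Test system: Stable human MrgX1 HEK293 cell line | Schedule: Overnight plating before 1 h dye loading | Read-out basis: Baseline-normalised fluorescence change ratio, B-scored | Detection: Kinetic calcium dye fluorescence, Fluo-4 NW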
# TRPC4 agonist – activators of mouse TRPC4 channel, primary screen, Fluo4 calcium, HEK293 TRPC4beta/mu-opioid cells | Short transient receptor potential channel 4 (Mus musculus), Q9QUQ5 | Fluo4 calcium fluorescence; stronger effect = higher value | B-score at 10 µM | 0.49% of 310,000 active;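 active = B-score above 5 SD of library B-scores, and initial fluorescence ratio not above library mean plus 5 SD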;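 also: positive B-score marks a calcium rise read as TRPC4 activation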
#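 Assay system: HEK293 cells stably co-expressing mouse TRPC4beta and mu-opioid receptor / Timing: Fluo4 dye loading 45 min at room temperature, 110 s recording / Signal: Fluo4 calcium-sensitive dye fluorescence, kinetic, 1 Hz baseline / Read-out: integrated baseline-normalised fluorescence ratio, converted to per-well B score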
# AI-2 QS modul – Vibrio harveyi AI-2 quorum sensing modulators, primary screen, JMH597 strain, luminescence/OD600 ratio; activity change, % at 7.5 µM; Vibrio harveyi JMH597 AI-2 luminescence/OD600 ratio, 9 h; stronger effect = lower value; strain lacks LuxN and CqsS sensors; 0 = neutral-control median; 0.4% of 300,000 active; in the data active = activity change below about -75%, passing the limit was not always enough;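 also: luminescence divided by OD600 gain over 9 h not by final OD600 alone; inactives centre near 13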
# TRPC6 activator – mouse TRPC6 channel activators, primary screen, cell-based, HEK293, membrane potential dye. Short transient receptor potential channel 6 (Mus musculus), Q61143. HEK293-TRPC6 membrane potential dye fluorescence; stronger effect = higher value. B-score at 10 µM. 0.13% of 310,000 active. AID 2550, 2010;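 active = B-score of the integrated fluorescence ratio above library mean plus 3 SD, and starting fluorescence ratio within library mean plus 5 SD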;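 also: higher score means more depolarization so channel activation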
# Target sequence (Q61143 whole entry, looked up): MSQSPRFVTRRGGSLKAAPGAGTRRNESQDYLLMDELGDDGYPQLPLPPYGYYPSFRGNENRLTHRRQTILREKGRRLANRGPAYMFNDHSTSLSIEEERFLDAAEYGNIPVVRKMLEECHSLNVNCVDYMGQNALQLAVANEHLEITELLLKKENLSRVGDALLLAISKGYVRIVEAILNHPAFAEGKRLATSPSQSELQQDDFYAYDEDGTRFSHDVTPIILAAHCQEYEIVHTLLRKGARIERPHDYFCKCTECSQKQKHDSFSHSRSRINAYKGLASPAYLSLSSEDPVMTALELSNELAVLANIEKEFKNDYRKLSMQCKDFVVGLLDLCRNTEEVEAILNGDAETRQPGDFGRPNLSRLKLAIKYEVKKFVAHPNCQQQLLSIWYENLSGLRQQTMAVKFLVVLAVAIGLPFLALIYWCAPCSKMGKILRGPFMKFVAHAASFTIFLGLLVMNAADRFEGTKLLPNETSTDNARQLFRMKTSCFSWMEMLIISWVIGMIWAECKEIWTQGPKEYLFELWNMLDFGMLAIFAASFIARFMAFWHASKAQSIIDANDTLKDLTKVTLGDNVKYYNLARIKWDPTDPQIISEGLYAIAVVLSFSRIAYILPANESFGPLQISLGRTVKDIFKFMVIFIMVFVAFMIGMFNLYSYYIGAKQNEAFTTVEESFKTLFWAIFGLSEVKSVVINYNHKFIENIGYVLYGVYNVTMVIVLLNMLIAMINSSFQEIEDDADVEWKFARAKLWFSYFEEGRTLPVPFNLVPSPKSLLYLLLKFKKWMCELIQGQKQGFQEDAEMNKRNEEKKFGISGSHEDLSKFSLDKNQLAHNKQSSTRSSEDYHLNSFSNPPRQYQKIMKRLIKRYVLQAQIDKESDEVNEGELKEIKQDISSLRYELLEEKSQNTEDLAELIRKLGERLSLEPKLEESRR
# MrgX1 antag – antagonists of human MrgX1 receptor, primary screen, HEK293 cells, Fluo-4 calcium flux. Mas-related G-protein coupled receptor member X1 (Homo sapiens), Q96LB2. BAM8-22 antagonism; stronger effect = lower value. B-score at 10 µM. 1.3% of 310,000 active. AID 588676, 2011;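 active = calcium-response B-score plate-corrected more than 3 library SD below zero, starting fluorescence within 5 deviations, no agonist response on first addition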;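 also: peak minus trough fluorescence over baseline after final BAM8-22 challenge near maximal dose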
# TRPC4 inh – inhibitors of mouse TRPC4 channel, primary screen, Fluo4 calcium, HEK293 TRPC4beta/mu-opioid cells | Short transient receptor potential channel 4 (Mus musculus), Q9QUQ5 | DAMGO-evoked Fluo4 calcium flux; stronger effect = lower value | 0.39% of 300,000 active | B-score at 10 µM;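 active = B-score over 3 SD under the library average, no early fluorescence shift, positive overall ratio signal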
#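 material = TRPC4beta/mu-opioid receptor HEK293 cell line | probe or stimulus = sequential submaximal and maximal DAMGO stimulation | compound dosing = one concentration per compound | measured by = Fluo4 Ca2+ flux fluorescence | evaluation = integrated fluorescence ratio relative to baseline, converted to per-well B score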
# HIF activator – HIF pathway transcriptional activators, primary screen, cell-based, U2OS HRE-luciferase, luminescence; AID 1910, 2009; activation, % at 7.5 µM (by protocol); U2OS HRE-luciferase reporter; normalized: DMSO 0%, desferrioxamine 100%; 0.32% of 300,000 active;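 active = mean activation of at least 10% of the iron chelator positive control signal, with at least half of replicates also reaching 10%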
# TRPC6 inhibitor – mouse TRPC6 channel inhibitors, primary screen, cell-based, HEK293, membrane potential dye; Short transient receptor potential channel 6 (Mus musculus), Q61143; ACh-evoked depolarization; stronger effect = lower value; B-score at 10 µM; 1.1% of 310,000 active;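 active = B-score under library mean minus 3 SD, initial fluorescence not abnormally high, positive integrated signal ratio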;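 also: B-score derived from integrated fluorescence ratio over the kinetic read; more negative B-score means stronger inhibition of depolarization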
# PolyA inhibitor – polyadenylation inhibitors in yeast reporter cells, primary screen, luminescence, S. cerevisiae. S. cerevisiae SKY197-pL101 polyadenylation reporter, beta-gal luminescence; efflux-impaired pdr1/pdr3 knockout yeast; score 100 = 6 SD above DMSO. calls only at 12 µM. 0.02% of 300,000 active;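 active = lowest replicate activity score at least 50, where 100 means six control SD above control mean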;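 also: yeast exposed to compound for 9 h at 30 °C; higher score means more reporter readthrough which indicates perturbed polyadenylation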
# MrgX1 PAM – positive allosteric modulators of MrgX1, primary screen, HEK293 cells, Fluo-4 calcium flux | Mas-related G-protein coupled receptor member X1 (Homo sapiens), Q96LB2 | FDSS; stronger effect = higher value | B-score at 10 µM | 0.63% of 310,000 active | AID 588675, 2011;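 active = plate-corrected calcium response at least 3 library SD above typical, normal starting fluorescence, not activating the receptor alone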;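 also: compound read alongside a low EC10 to EC30 dose of BAM8-22 agonist; peak minus trough fluorescence over baseline measured at the second addition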
# Starred values were filed as active, the others as inactive; i = inactive; · = no result given; & = joins results of further samples. These rows are one share of the data; the hit share may differ from the screen's.
# Results follow in this order: TRPC6 inhibitor	PolyA inhibitor	HIF activator	TRPC6 activator	AI-2 QS modul	MrgX1 agonist	MrgX1 PAM	TRPC4 inh	TRPC4 agonist	TRPC4 PAM	MrgX1 antag
CCCCn1c(O)c(/C=N/NC(=O)c2ccncc2)c(=O)[nH]c1=S
 : i	i	-0.2	i	9.6	i	i	i	i	i	i
O=C1CN=C(c2ccc(F)cc2)c2oc3ccccc3c2N1
 : i	i	-0.9	i	4.8	i	i	i	i	i	i
COC(=O)CSC1=NP(=S)(SCC(=O)OC)N2CCCC2=C1C#N (centres undefined)
 : i	i	-0.3	i	·	i	i	i	i	i	i
COC(=O)C1=C(c2cc3ccccc3o2)C[C@@H]2CC[C@H]1N2C(=O)NCc1ccc(F)cc1
 : i	i	-0.2	i	13.8	i	7.93*	i	i	i	i
CCc1nc2ccccc2c(=O)n1-c1ccccc1OC
 : i	i	-23.0	i	26.3	i	i	i	i	i	i
CCCCn1c(O)c(C(C)=NC(Cc2c[nH]c3ccccc23)C(=O)OC)c(=O)[nH]c1=O (centres undefined)
 : i	i	-0.1	i	3.6	i	i	i	i	i	i
Cc1ccc(C2CC3CCC(C2)N3Cc2ccccc2F)cc1 (centres undefined)
 : i	i	0.4	13.4*	5.3	·	·	i	i	i	·
CCOC(=O)c1cc(C)sc1/N=C/C1C(=O)NC(=S)NC1=O
 : i	·	0.0	i	11.1	i	i	i	i	i	i
O=C(c1ccc2c(c1)OCO2)C1CCCN(Cc2c(F)cccc2Cl)C1 (centres undefined)
 : i	i	0.0	i	30.9	i	i	i	i	i	i
CCN1C(=O)NC(=O)/C(=C\c2ccc(N3CCOCC3)cc2OC)C1=O
 : i	i	0.2	i	3.3	i	i	i	i	i	i
CCc1nnc(NS(=O)(=O)c2ccc(N=Cc3c(O)n(-c4ccc(Cl)cc4)c(=O)[nH]c3=O)cc2)s1
 : i	i	0.1	i	26.6	i	i	i	i	i	i
O=C1NC(=O)N(c2ccc(Br)cc2)C(=O)/C1=C/c1ccsc1
 : i	i	-0.1	i	23.1	i	i	i	i	i	i
O=C(N/N=C/c1c(O)n(Cc2ccc(F)cc2)c(=O)[nH]c1=O)c1ccccc1O
 : i	i	-0.2	i	22.4	i	i	i	i	i	i
O=C(Nc1c(F)cc(F)cc1F)c1cccn(Cc2ccccc2)c1=O
 : i	i	-0.1	i	0.6	i	i	i	i	i	i
CC(=O)c1cc(C#N)c(N2CCN(C)CC2)nc1C
 : i	i	0.0	i	13.8	i	i	i	i	i	i
COc1ccc(OC)c(N2C(=O)/C(=C/c3ccco3)C(=O)NC2=S)c1
 : i	i	-1.9	i	35.3	i	i	i	i	10*	i
CN1C(=O)C(=Cc2cn(CC#N)c3ccccc23)C(=O)N(C)C1=O
 : i	i	-1.3	i	9.1	i	i	i	i	i	i
OCC#CC[N+]1(CC#Cc2ccccc2)CCOCC1
 : i	i	-0.7	i	-4.4	i	i	i	i	i	i
Cn1c(C(=O)O)c(CC(=O)N2CCN(Cc3ccccc3)CC2)c2ccccc21
 : i	i	0.2	i	-28.0	i	i	i	i	i	i
CCc1ccccc1NC(=O)N1C[C@H]2C[C@@H](C1)c1cccc(=O)n1C2
 : i	i	-0.1	i	8.2	i	i	i	i	i	i
C[C@H]1CCCC(=O)CCC/C=C/c2cc(O)cc(O)c2C(=O)O1
 : i	i	-0.2	i	32.8	i	i	i	i	i	i
CCN1C(=O)C(=C/C=C/c2ccco2)C(=O)N(CC)C1=S
 : i	·	0.1	i	15.7	i	i	i	i	i	i
O=c1[nH]c(=O)n(CCC2=CCCCC2)c(O)c1C=Nc1cccc(F)c1
 : i	i	-0.6	i	22.5	i	i	i	i	i	i
Cc1cccn2c(=O)c3c(nc12)N1CCc2ccccc2C1C1(C3)C(=O)NC(=O)N(C)C1=O (centres undefined)
 : i	i	-0.5	i	10.1	i	i	i	i	i	i
Cc1nc2cc(C(F)(F)F)ccc2n1C1CCN(Cc2nnnn2Cc2cccs2)CC1
 : i	i	-0.5	i	33.0	i	i	i	i	i	i
COC(=O)c1ccc(CN2CCN(Cc3ccccc3)CC2)cc1
 : i	i	0.0	i	4.1	i	i	i	i	i	i
O=C(COc1ccccc1)N1CCN(Cc2c[nH]c3ccccc23)CC1
 : i	i	0.0	i	5.4	i	i	i	i	i	i
O=c1c2ccccc2nc(-c2ccccc2)n1-c1cccc(O)c1
 : i	i	0.2	i	16.3	i	i	i	i	i	i
O=c1[nH]c(=S)n(-c2ccc(F)cc2)c(O)c1/C=N/N1CCOCC1
 : i	i	-0.4	i	0.5	i	i	i	i	i	i
O=C(COc1ccc(Cl)cc1)NCCc1cnc[nH]1
 : i	i	1.0	i	15.0	i	i	i	i	i	i
COP(=O)(C#Cc1ccccc1)C(O)c1ccc(Br)cc1 (centres undefined)
 : i	i	-0.3	i	·	i	i	i	i	i	i
COc1cc(/C=C2\C(=O)NC(=O)N(c3ccccc3)C2=O)cc(OC)c1O
 : i	i	-0.2	i	18.0	i	i	i	i	i	i
CC(Cc1ccccc1)NC(=O)NC(C)Cc1ccccc1 (centres undefined)
 : i	i	1.7	i	17.5	i	i	i	i	i	i
O=C(Cn1ncn2c(cc3cc(F)ccc32)c1=O)N1CCC2(CC1)OCCO2
 : i	i	-0.6	i	11.4	i	i	i	i	i	i
O=C(N/N=C/c1c(O)n(C2CCCCC2)c(=S)[nH]c1=O)c1ccccc1
 : i	i	0.7	i	32.9	i	i	i	i	i	i
COc1cc(C2SCC(=O)Nc3c2c(C)nn3-c2ccccc2)cc(OC)c1OC (centres undefined)
 : i	i	0.3	i	21.8	i	i	i	i	i	i
S=C=Nc1ccccn1
 : i	i	1.2	i	17.9	i	i	i	i	i	i
CN(C(=O)Oc1ccc(C(C)(C)C)cc1)c1ccccc1
 : i	i	2.5	i	-6.5	i	i	i	i	i	i
Cc1ccc(OP(=O)(Nc2cccc(C)c2)Oc2ccc(C)cc2)cc1
 : i	i	-0.2	i	-5.0	i	i	i	i	i	i
Cc1ccc(-n2c(C)cc(/C=C3/C(=O)NC(=O)N(Cc4ccco4)C3=O)c2C)cc1
 : i	i	-1.4	i	9.1	i	i	i	i	i	i
O=c1c2ccccc2nc(Cc2ccccc2)n1-c1ccc(O)cc1
 : i	i	-0.1	i	12.5	i	i	i	i	i	i
CC(C)COc1ccc(Cc2c(O)[nH]c(=S)[nH]c2=O)cc1
 : i	i	-37.7	i	18.4	i	i	i	i	i	i
COc1ccc(CN2CCN(c3ccccc3)CC2)c(C)c1C
 : i	i	0.0	i	12.8	i	i	i	i	i	i
Clc1ccc(-c2nc3ccc(Cl)cn3c2CN2CCOCC2)cc1
 : i	i	0.5	i	-4.3	i	i	i	i	i	i
Cc1cc(/C=C2\C(=O)NC(=O)N(c3cccc(F)c3)C2=O)c(C)n1-c1ccc(C(=O)O)c(Cl)c1
 : i	i	-1.3	i	2.1	i	i	i	i	i	i
CC(Cc1ccccc1)N1C(=O)c2ccccc2C1=O (centres undefined)
 : i	i	2.2	i	2.2	i	i	i	i	i	i
O=c1c2ccccc2nc(CNCc2ccco2)n1-c1ccc(F)cc1
 : i	i	·	i	11.4	i	i	i	i	i	i
O=C(c1ccc2c(c1)OCO2)C1CCCN(Cc2ccccn2)C1 (centres undefined)
 : i	i	-0.5	i	2.0	i	i	i	i	i	i
Fc1ccc(N2CCN(Cc3cc4c(cc3Br)OCO4)CC2)cc1
 : i	i	-1.7	i	11.7	i	i	i	i	i	i
COc1ccc(C)cc1NC1=NCCCS1
 : i	i	-0.9	i	22.0	i	i	i	i	i	i
O=C(Nc1ccc(F)cc1F)c1cccn(Cc2ccccc2)c1=O
 : i	i	0.6	i	24.9	i	i	i	i	i	i
Cc1ccc(C(=O)O)cc1N=Nc1c(O)[nH]c(=O)[nH]c1=O
 : i	i	-0.5	i	-9.1	i	i	i	i	i	i
C=C1C(=O)O[C@@H]2C[C@@H](C)[C@@H]3C=CC(=O)[C@@]3(C)[C@@H](O)[C@H]12
 : i	i	-3.5	i	-5.7	i	i	i	i	i	i
CC(Cc1cnccn1)NCc1c(C(=O)N2CCCCCCC2)nc2ccc(Cl)cn12 (centres undefined)
 : i	i	-0.1	i	3.6	i	i	i	i	i	i
Nc1ncc2[nH]cnc2n1
 : i	i	0.1&0.2	i	25.3&18.3	i	i	i	i	i	i
CN(C)C(=O)Oc1ccc2oc(=O)cc(-c3cc4ccccc4o3)c2c1
 : i	i	-0.7	i	5.8	i	i	i	i	i	i
CC(NS(C)(=O)=O)c1nnc2n1-c1ccc(Br)cc1C(c1ccccc1Cl)=NC2 (centres undefined)
 : i	i	-0.2	i	7.4	i	i	i	i	i	i
O=c1[nH]c(=O)n(C2CCCCC2)c(O)c1C1NCCc2ccccc21 (centres undefined)
 : i	i	·	i	7.4	i	i	i	i	i	i
COc1ccc(CCNCc2ccccn2)cc1OC
 : i	i	-0.3	i	11.4	i	i	i	i	i	i
S=C1Nc2ccccc2Sc2ccccc21
 : i	i	-0.3	i	-7.7	i	i	i	i	i	i
CCOC(C(=O)OCCC[N+](C)(CC)CC)(c1ccccc1)c1ccccc1
 : i	i	-0.2	i	8.9	i	i	i	i	i	i
CS(=O)(=O)Nc1ccc(Cc2noc(-c3ccc4[nH]cc(CCN)c4c3)n2)cc1
 : i	i	0.4	i	6.5	i	i	i	i	i	i
O=c1[nH]c(=O)n(Cc2ccc(F)cc2)c(O)c1C=NCCCn1ccnc1
 : i	i	-0.5	i	19.5	i	i	i	i	i	i

# Screening data deposited in PubChem BioAssay by several laboratories.
